Compound activity: PubChem BioAssay, National Center for Advancing Translational Sciences (NCATS)
Menin MLL FP TR – displaces Texas Red mutant MLL peptide from human menin; O00255; Menin + Texas Red MLL mutant peptide, fluorescence polarization; 0.23% of 270,000 active; Potency, µM (series often up to 61.6 µM), without a hit: top-dose FP activity change, negative = inhibition, most hits filed as inhibitors; active means well fitted inhibition curve with a large enough effect in the polarisation, with a control signal flat, not every such curve was filed as active; inconclusive means small, poorly fitted or top-dose-only effect, or effect the other way, or a change in a side signal; inactive means no such curve, though single readings can be large or run the other way; the % refers to the polarisation; further: potency means the concentration at half of the fitted maximal effect; % of control where 0% means no effect; many of its hits are not listed in these tables
p53 reactivator – restores transcriptional activity of mutant p53; Potency, µM (series often up to 92.2 µM), for inactives: at the top dose activity change, positive = activation, hits mostly activators; 0.063% of 320,000 active; H1299 p53-A138V BP100-luciferase reporter, luminescence, 24 h; AID 504706; further: potency means the concentration at half of the fitted maximal effect; % of control where 0% means no effect; nearly all actives have a fitted effect of over 45% in size
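H1299 (p53-null), stable ts p53-A138V + BP100-Luc; 1000 cells/well, Opti-MEM/10% FBS; cpd 4 pt, 1:5; 24 h, 37 deg C, 5% CO2; detection reagent 10 min RT; luminescence.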
ELG1 genotox – induces genotoxicity in HEK293T cells with luciferase-tagged ELG1. AID 504466. 1.3% of 330,000 active. HEK293T ELG1-luciferase reporter, luminescence, 16 h. Potency, µM (doses to about 46 µM), for the others: top-dose activity change, positive = activation, hits mostly activators; further: potency means the concentration at half of the fitted maximal effect; % of control where 0% means no effect; nearly all actives have a fitted effect of over 60% in size
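ELG1-luciferase HEK293T cells, 2,000/well; compound pinned in; 16 hr, 37 °C, 5% CO2; ONE-Glo, 30 min RT; luminescence on CCD imager.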
NPC1 promoter act – NPC1 promoter activation; Huh7 NPC1 promoter luciferase reporter, 24 h; Potency, µM (highest dose often 9.22 µM), for inactives: at the highest dose activation, usual class: activators; 2.4% of 320,000 active; AID 485313;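 further: potency means the concentration at half of the fitted maximal effect; % of control where 0% means no effect; nearly all actives have a fitted effect of over 60% in size; reporter is driven by a mutant NPC1 promoter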
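Luminescence read-out of NPC1 promoter-driven luciferase in stably transfected Huh7 cells; compounds delivered in DMSO and left 24 h at 37C, 5% CO2, qHTS titration format.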
BRCA1 expr up – BRCA1 expression activation; AID 624202; 1.1% of 380,000 active; Potency, µM (doses to about 46.1 µM), for the others: at the top dose activation, hits mostly activators; MCF7-BRCA1-FFLuc reporter, luminescence, 48 h; response scale: scaled: vehicle 0%, 10 µM genistein 100%; further: potency means the concentration at half of the fitted maximal effect; nearly all actives have a fitted effect of over 80% in size; some results filed as inactive show a strong effect at the top dose
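Luminescence from a BRCA1-driven firefly luciferase in MCF7 cells was read after 48 h compound exposure at 37 C. Data normalized against DMSO and a 10microM genistein activation control, then curve-fitted across the titration.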
Giardia kill – Giardia lamblia killing; Giardia lamblia trophozoite viability; activity change, % at 7.66 µM, hits read low; 0.15% of 340,000 active; in the data active means activity change below about -80%; inconclusive means between about -30% and that limit;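 further: parasites exposed to compound for two days anaerobically before the ATP read; on the % scale 0 is the no-effect control and ±100 the full control effect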
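Trophozoite viability was measured as ATP-dependent luminescence, read 15-30 min after reagent addition. Before that, parasites at 100 cells/well were exposed to compounds for 48 h, anaerobically, at 37 deg C.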
PKM2 act – increases activity of human pyruvate kinase M2; P14618; purified PKM2, Kinase-Glo ATP luminescence, activation; response scale: 0% is enzyme alone, no compound; Potency, µM (doses to about 57.5 µM), for the others: top-dose activation, hits mostly activators; 0.34% of 260,000 active; AID 1631; further: potency means the concentration at half of the fitted maximal effect; on the % scale 0 is the no-effect control and ±100 the full control effect; nearly all actives have a fitted effect of over 55% in size
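Purified hPK-M2 (>95% pure) converted ADP (0.1 mM final) to ATP with 0.5 mM PEP in 50 mM imidazole pH7.2, KCl, MgCl2, Tween 20, BSA; 1 h at room temperature. ATP detected by Kinase-Glo luminescence.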
Rab9 promoter act – activators of Rab9 promoter. Huh7 Rab9 promoter-luciferase reporter, luminescence, 24 h. Potency, µM (titrated, usually from 9.22 µM), for the others: at the top dose activation, negative = inhibition, actives largely listed as activators. 2.8% of 320,000 active. AID 485297; further: potency means the concentration at half of the fitted maximal effect; % of control where 0% means no effect; nearly all actives have a fitted effect of over 60% in size
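Stable Rab9-luc Huh7, 1500 cells/well, 2 h settle; cmpd in DMSO, 24 h, 37 °C/5% CO2; luciferase reagent 10 min RT; luminescence.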
FLuc counter – inhibits or activates purified firefly luciferase, miR-21 counter-screen | P08659 | purified FLuc, Km substrates, luminescence inhibition | Potency, µM (series often up to 57.5 µM), for the others: at the highest dose activity change, negative = inhibition, hits mostly inhibitors | 6.9% of 360,000 active | AID 588342;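 further: potency means the concentration at half of the fitted maximal effect; plate controls were vehicle for no effect and reference inhibitor for full effect; nearly all actives have a fitted effect of over 55% in size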
Target sequence (P08659 whole entry, looked up): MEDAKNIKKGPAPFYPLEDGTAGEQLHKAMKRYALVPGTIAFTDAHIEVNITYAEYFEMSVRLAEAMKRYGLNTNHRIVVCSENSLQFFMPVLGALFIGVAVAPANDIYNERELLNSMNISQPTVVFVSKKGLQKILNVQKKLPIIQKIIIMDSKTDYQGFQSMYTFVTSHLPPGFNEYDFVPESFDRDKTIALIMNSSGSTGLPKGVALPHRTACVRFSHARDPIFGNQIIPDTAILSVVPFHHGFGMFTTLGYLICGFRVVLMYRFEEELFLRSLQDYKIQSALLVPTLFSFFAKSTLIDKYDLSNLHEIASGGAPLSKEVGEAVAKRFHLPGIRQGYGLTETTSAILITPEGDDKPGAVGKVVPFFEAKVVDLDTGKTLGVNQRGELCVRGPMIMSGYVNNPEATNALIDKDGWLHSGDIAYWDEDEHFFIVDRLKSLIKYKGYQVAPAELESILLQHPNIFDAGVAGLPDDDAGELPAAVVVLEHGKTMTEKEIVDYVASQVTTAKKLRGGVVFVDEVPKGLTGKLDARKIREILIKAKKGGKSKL
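Biochemical qHTS of compounds, final roughly 60 µM downward over six points, against 10 nM purified firefly luciferase using Km concentrations of substrates (10 uM D-luciferin, 10 uM ATP) in Tris acetate pH 7.5 buffer; luminescence output.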
RORgamma inh – inhibitors of mouse ROR gamma transcriptional activity; P51450; Drosophila S2 Gal4-RORgamma UAS-luciferase reporter, 20 h; Potency, µM (doses to about 53.6 µM), inactives show top-dose activity change, negative = inhibition, most hits filed as inhibitors; 5.4% of 310,000 active; further: potency means the concentration at half of the fitted maximal effect; on the % scale 0 is the no-effect control and ±100 the full control effect; nearly all actives have a fitted effect of over 60% in size
Target sequence (P51450 whole entry, looked up, the tested form may be a part): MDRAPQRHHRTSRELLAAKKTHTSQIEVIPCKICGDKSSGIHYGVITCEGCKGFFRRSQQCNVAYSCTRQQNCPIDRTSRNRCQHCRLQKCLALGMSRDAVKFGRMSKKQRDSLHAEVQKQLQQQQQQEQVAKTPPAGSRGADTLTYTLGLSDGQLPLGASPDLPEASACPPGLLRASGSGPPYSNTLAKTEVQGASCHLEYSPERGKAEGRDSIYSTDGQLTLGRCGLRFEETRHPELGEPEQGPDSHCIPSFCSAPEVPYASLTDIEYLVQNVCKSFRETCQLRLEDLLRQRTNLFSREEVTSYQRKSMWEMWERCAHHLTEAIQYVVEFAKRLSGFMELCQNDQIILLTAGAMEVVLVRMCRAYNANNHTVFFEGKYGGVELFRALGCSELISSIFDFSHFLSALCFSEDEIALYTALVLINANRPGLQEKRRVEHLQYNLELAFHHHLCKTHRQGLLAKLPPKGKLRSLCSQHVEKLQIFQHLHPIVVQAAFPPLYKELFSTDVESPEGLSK
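Schneider cells (Drosophila), stable Gal4 DBD–ROR gamma + UAS-luc; 1 hr cmpd preincubation; Cu2+ induction 700 uM final; 20 hr ambient; luminescence.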
Gal4-VP16 FLuc – counter-screen for ROR gamma inhibitors: Gal4-VP16 reporter | Drosophila S2 Gal4-VP16 UAS-luciferase, luminescence, 20 h | Potency, µM (highest dose often 53.6 µM), for inactives: top-dose activity, negative = inhibition, most hits filed as inhibitors | 3.5% of 310,000 active | AID 2546;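 further: Gal4-VP16 expression switched on by copper sulfate through the metallothionein promoter; potency means the concentration at half of the fitted maximal effect; on the % scale 0 is the no-effect control and ±100 the full control effect; nearly all actives have a fitted effect of over 50% in size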
The depositor's hits bear a star; ? = inconclusive; · = no result given; & = joins results of further samples; [ ] = another dose, or the depositor's remark. Unless noted, the call rests on the fitted dose curve; in most records, active means well fitted curve in the direction sought with a large enough effect; inconclusive means small, poorly fitted or top-dose-only effect, or another doubt; inactive means no such curve, though single readings can be large; an effect the other way counts as inactive or inconclusive.

Values run as follows: Menin MLL FP TR, p53 reactivator, ELG1 genotox, NPC1 promoter act, BRCA1 expr up, Giardia kill, PKM2 act, Rab9 promoter act, FLuc counter, RORgamma inh, Gal4-VP16 FLuc
- O=C(Nc1ccc2c(c1)CCC2)c1ccc(F)c(S(=O)(=O)N2CCOCC2)c1
    1%, ?, 6%, 28%, 78%, 8, 2%, ?, ?, ?, -7%
- CC(=O)Oc1ccc2oc(=O)c3c(c2c1)CCCN3C(=O)CN1CCN(c2ncccn2)CC1
    -27%, 4%, 7%, 5%, -14%, 11, -2%, 8%, 0%, -8%, -14%
- Cc1cc2c(cc1S(=O)(=O)CCC(=O)N(C)Cc1ccccc1)OCC(=O)N2
    1%, 10%, 1%, -1%, -17%&4%, 19, -21%, -1%, 1%&-11%, 4%, 2%
- CCn1cc(S(=O)(=O)Nc2ccccc2C(F)(F)F)cn1
    5%, -1%, 0%, 3%, 12%, -6, -4%, 0%, 3%, 3%, -8%
- CCCOc1cccc(C2C(C(=O)c3ccco3)=C(O)C(=O)N2CCN(CC)CC)c1 (centres undefined)
    13%, 1%, 2%, -1%, 5%, -6, 12%, -5%, 4%, 2%, -3%
- COc1ccccc1NC(=O)CON=C(N)CC(=O)NC1CCCCC1
    ·, 1%, -2%, -3%, -46%, 9, ·, 2%, 7%, ·, ·
- COC(=O)c1ccc(NC(=O)C(=O)N2CCN(C(=S)NCCc3ccccc3)CC2)cc1
    ?, -1%, -5%, -2%, 0%, 2, -22%, -5%, -9%, 39%, -4%
- COc1ccc(/C=N/Nc2nc(=O)[nH]nc2C)cc1[N+](=O)[O-]
    5%, 8%, 5%, 0%, -3%, 3, -25%, 3%, -1%, -4%, 1%
- O=C(CSc1ncn[nH]1)Nc1ccccc1Sc1ccc(Cl)cc1
    40%[activator], -1%, -6%, -7%, -28%, 12, 0%, 0%, 8%, 8%, 4%
- Nc1nc(Nc2ccccc2Cl)cc(=O)[nH]1
    -22%, -1%, -1%, -13%, -5%, 18, -2%, 1%, 3%, 6%, 1%
- Cc1ccc(N=Nc2ccc(C)cc2NC(=O)Nc2ccccc2F)cc1
    ?, 9%, 17%, 14%, 10%, -23, -2%, 1%, ?, 10%, ?
- Cc1ccc(-n2nnc(-c3nccn3C)n2)cc1
    -8%, 2%, 1.8µM*, 0.5µM*, 4%, ?, -65%, 0.35µM*, 1.3µM*, ?, ?
- CC(C)(C)c1ccc(NC(=O)C(=O)C2C(=O)Nc3ccccc32)cc1 (centres undefined)
    ?, 2%, 0%, 15%, 32%, -6, -1%, 21%, 12µM*, 2%, -11%
- O=C(NCc1ccco1)C(c1ccccc1)N(C(=O)Cc1cccs1)c1ccccc1 (centres undefined)
    -23%, 9%, -1%, -2%, -9%, -13, 3%, -1%, -1%, ?, ?
- O=C(O)CC(CC(=O)N1CCOCC1)c1ccccc1 (centres undefined)
    ?, -2%, 2%, -1%, -8%, -4, ·, -1%, 0%, 18%, -1%
- C=CC[N+]1(CC#CCOC(c2ccccc2)c2ccccc2)CCOCC1
    0%, -6%, -2%, 0%, -22%, 2, -7%, -1%, 5%, -24%, -4%
- Nc1cc(=O)n(Cc2ccccc2)c(=O)n1-c1ccc(Cl)cc1
    ·, 2%, -1%, 0%, 0%, -5, 17%, -1%, -1%, 12%, 8%
- O=c1oc(-c2ccc([N+](=O)[O-])cc2)nc2ccc(O)cc12
    ?, -1%, -4%, -4%, 0%, -2, -6%, ?, 15µM*, -14%, -10%
- COc1cc(C(=O)Nc2nnc(SCC(=O)NCC3CCCO3)s2)cc(OC)c1OC (centres undefined)
    ·, 9%, 5%, -5%, -8%, 24, -2%, 3%, -1%, 6%, -2%
- Cc1ccc(S(=O)(=O)N2CCC(C(=O)OCc3c(C)noc3C)CC2)cc1C
    ·, -3%, 11%, -4%, -22%, 15, ·, 1%, -2%, ·, ·
- Cc1csc(NC(=O)C2CCCN(S(=O)(=O)c3ccc(Br)s3)C2)n1 (centres undefined)
    -7%, -4%, -11%, 1%, -38%, 1, -7%, -1%, -8%, -12%, ?
- Cc1cc(=O)n(CC=C(Cl)Cl)c2ccccc12
    -4%, 1%, 5%, -17%, -14%, 7, 17%, -1%, 6%, 46%, -17%
- Cc1cc(NS(=O)(=O)c2ccc(NC(=O)C(CC(C)C)N3C(=O)c4ccccc4C3=O)cc2)nc(C)n1 (centres undefined)
    -10%, -6%, 4%, 9%, 1%, 20, 2%, 8%, 0%, -6%, -1%
- CCN(CC)CC(=O)Nc1ccc(C)cc1Br
    -7%, 27%, ?, 2%, 75%, -6, 14%, 0%, ?, 5%, 17%
- CCC(C)(C)NC(=O)Nc1cc(Cl)ccc1OC
    28%, 1%, 0%, -2%, 2%, 2, 3%, -7%, -4%, -5%, -10%
- CCOC(=O)C1=C(N)OC2=C(C(=O)CC(C)(C)C2)C1c1ccccc1OCC#N (centres undefined)
    -22%, 6%, -3%, 1%, 1%, -2, -1%, 10%, 1%, -10%, ?
- Cn1c(=O)cc(N2CCCCC2)[nH]c1=O
    1%, 25%, -1%, -1%, 13%, -3, 6%, -2%, 0%, -43%, -2%
- O=C(CCN1C(=O)c2ccccc2C1=O)Nc1ccc(S(=O)(=O)NC2=NCCCCC2)cc1
    9%, -15%, -2%, -2%, -1%, -22, -13%, 2%, -8%, 2%, -5%
- Cc1ccccc1NC(=O)Nc1ccc(C(F)(F)F)cc1
    ?, 11%, 1%, 23%, ?, 15, 3%, 2.2µM*, 2.4µM*, -3%, -26%
- COCCCNC(=O)C(=O)NC1CCCCCC1
    -9%, 17%, 9%, 0%, 19%, -3, -1%, -1%, 1%, -3%, -9%
- Cc1ccc(C2C(C#N)=C(N)N(c3cccnc3)C3=C2C(=O)CCC3)s1 (centres undefined)
    6%, 2%, 13%, 9%, 64%, 0, -18%, 3%, -18%, 10%, -4%
- COc1ccc(/C(C)=N/NC(=O)CNC(=O)C(c2ccccc2)c2ccccc2)c(OC)c1
    -28%, -7%, -2%, -4%, -30%, -20, -1%[0.46 µM], -8%, 3%, -17%, -4%
- CC(=O)c1ccc(C(=O)N2CCc3c([nH]c4ccccc34)C2c2cccc(C)n2)s1 (centres undefined)
    ·, 5%, -3%, 1%, -11%, -2, 2%, 8%, -4%, 33%, -2%
- Cc1ccnc(NS(=O)(=O)c2ccccc2)c1
    14%, ·, 0%, 1%, 0%, -3, 0%, -1%, 0%, ·, ·
- Cc1onc(-c2c(F)cccc2Cl)c1C(=O)NCc1ccc(S(N)(=O)=O)cc1
    ·, -2%, 0%, 1%, 14%, 10, ·, -2%, 0%, ·, ·
- CCN(CC)C(=O)C1CCCN(c2ccc([N+](=O)[O-])cc2/C=N/NC(=O)c2ccccc2)C1 (centres undefined)
    -14%, -3%, -7%, -4%, -20%, 13, -8%, -10%, 2%, 7%, -3%
- O=C(CC1CCCC1)NCCc1cn2ccccc2n1
    1%, 7%, 3%, 2%, 5%, 7, 6%, 9%, 8%, 8%, 8%
- NS(=O)(=O)c1cccnc1Nc1c(Cl)cccc1Cl
    2%, 2%, -1%, 0%, -14%, -8, 4%, -1%, -1%, 10%, 16%
- O=C(O)c1[nH]c2ccc(Br)cc2c1CCN1C(=O)c2cccc([N+](=O)[O-])c2C1=O
    ·, 0%, -2%, 0%, -5%, 11, 0%, 1%, -20%, 25%, -5%
- Cc1ccc(NC(=O)C2CCN(C(=O)[C@@H]3Cc4ccccc4CN3)CC2)c(C)c1
    -10%, -2%, 1%, 0%, 13%, 0, ·, 2%, 1%, -19%, 18%
- COc1ccc(CC(=O)N2CCN(c3ccccc3F)CC2)cc1OC
    -14%, 7%, -6%, -1%, -19%, 4, 1%, 5%, -1%, ?, -20%
- Cc1ccc(NC(=O)Nc2cnccn2)c(C)c1
    2%, 0%, ?, ?, 92%, 44[activator], 2%, ?, ?, -6%, -6%
- CCCc1cc(=O)oc2cc(OCC(=O)N3CCOCC3)c(Cl)cc12
    -29%, -2%, 4%, -3%, -13%, -11, ·, 3%, 0%, -13%, -10%
- C#CCOCCOCCOCCNc1nc(N2CCN(C(=O)C([C@@H](C)CC)n3cc(C(N)Cc4ccc(O)cc4)nn3)CC2)nc(N2CCN(C(=O)[C@H](CCC(=O)O)n3cc(C(N)Cc4ccc(O)cc4)nn3)CC2)n1 (some centres undefined)
    ?, 2%, 6%, 4%, 8%, 14, 2%, -1%, -1%, 4%, -1%
- Cc1ccc(S(=O)(=O)N/N=C\C=C\c2ccccc2)cc1
    ?, 9%, -5%, -2%, -3%, -3, -3%, -9%, -2%, 43%, -3%
- Cc1ccc(-n2[nH]c(C)c(C=Nc3ccc4[nH]c(=O)[nH]c4c3)c2=O)cc1C
    67%[activator], -12%, 6%, 0%, 3%, -19, -11%, 3%, ?, 11%, 0%

An excerpt, so the mix of outcomes need not match the whole.
